p-CIP stab down – compounds decreasing mouse p/CIP protein stability; Q05BA5; decrease of EGFP signal, % at 10 µM; F442A p/CIP-EGFP cells, EGFP fluorescence, 16 h; 290,000 tested, 0.01% active;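 active means EGFP signal decrease of at least 30% at 10 µM or well 3 SD below plate mean, unless failing retest; inactive means the rest, including hits failing retest or dose response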; further: some compounds called inactive have numbers as strong as hits; many of its hits are not listed in these tables
CRFBP-R2 agonist – CRF-BP/CRF-R2 complex agonism; AID 588473; HEK293 CRF-R2/CRF-BP, calcium dye fluorescence (FLIPR); percent of saturating CRF peptide response; 350,000 tested, 0.46% active; activation, % at 13.2 µM;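 active means activation of at least 50%, plus an integration ratio under a set limit after plate pattern correction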;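 further: plate controls were neutral control wells without compound for no effect and CRF at EC100 for full effect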
PHOSPHO1 inh – inhibitors of human PHOSPHO1 phosphatase; Q8TCT1; recombinant PHOSPHO1, absorbance phosphatase assay; inhibition, % at 13.3 µM; 290,000 tested, 1.1% active; AID 1565; in the data active means inhibition above about 60%
GalR3 antagonist – human GalR3 antagonism | HEK293 GalR3-CNG cAMP membrane potential fluorescence; galR3 body fused to GalR1 C-terminus | inhibition, % at 3 µM | 360,000 tested, 0.44% active | AID 651719;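 active means inhibition above the screen-wide average plus 3 SD, cut at about 13% in these data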;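 further: forskolin and galanin both at EC90 stimulate the cells; cAMP rise reported by CNG channel membrane potential dye signal; 0% = forskolin plus galanin with DMSO and 100% = forskolin alone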
Target sequence (O60755 1-299 limits assumed): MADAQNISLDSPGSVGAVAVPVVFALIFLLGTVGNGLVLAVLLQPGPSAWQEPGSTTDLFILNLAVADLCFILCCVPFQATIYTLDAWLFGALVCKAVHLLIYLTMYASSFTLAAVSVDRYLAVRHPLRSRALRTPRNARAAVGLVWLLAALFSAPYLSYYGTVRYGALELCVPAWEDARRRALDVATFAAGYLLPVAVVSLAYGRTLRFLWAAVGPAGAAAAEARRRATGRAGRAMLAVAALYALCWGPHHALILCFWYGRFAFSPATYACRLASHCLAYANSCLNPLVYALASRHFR
M4 PAM – potentiates acetylcholine response at human M4 receptor; AID 624126; 360,000 tested, 0.4% active; P08173; CHO-K1 hM4/Gqi5, Fluo-8 calcium fluorescence, ACh EC20; 0% = ACh EC20, 100% = maximal ACh; activation, % at 3 µM;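 active means activation above its plate's cutoff, the mean activation of sample wells plus 3 SD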; further: some results filed as inactive read as strong as hits
IDE inh – cellular human IDE inhibition; P14735; HEK cells, FAbetaB cleavage, fluorescence polarization; inhibition, % at 5.59 µM; 320,000 tested, 0.41% active;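 active means percent inhibition above the average of all tested compounds plus 3 SD, set per screening campaign, cut at about 16% in these data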;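 further: IDE supplied by intact live HEK cells; FP after avidin binding of uncleaved biotin substrate so inhibition keeps polarization high; 0% = DMSO wells and 100% = 60 µM reference IDE inhibitor Ii1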
CRFR2-BP antag – blocks CRF-induced signaling of the CRF-BP/CRF-R2 complex | HEK293 CRF-R2/CRF-BP, CRF-induced calcium fluorescence | inhibition, % at 11.8 µM | 350,000 tested, 0.59% active | AID 588475;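 active means inhibition of the ligand-induced calcium signal above about 50% at the single tested concentration, limit read from the data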
IDE cell activ – activators of human insulin-degrading enzyme in cells; AID 493087; activation, % at 5.96 µM; 340,000 tested, 0.073% active; HEK cells, FAbeta-B cleavage, fluorescence polarization; 0% vehicle, 100% cell-free pure enzyme wells;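 active means activation above the mean of all tested compounds plus 3 SD, set per screening campaign, cut at about 17% in these data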
MEKK3 PB1 HTS – MEKK3-MEK5 PB1 interaction, increase or decrease; Q99759; binding response (% of control), % at 10 µM; 290,000 tested, 1.4% active; bead-based flow cytometry, Alexa488-MEK5 binding to MEKK3; actives lie on both sides; 0 = blocked by unlabeled MEK5, 100 = vehicle;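 active means binding response more than 3 SD above or below the average of its plate-row segment, actives on both sides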;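 further: Alexa488 bead fluorescence after subtracting the streptavidin-only scavenger bead signal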
Target sequence (Q99759 whole entry, looked up): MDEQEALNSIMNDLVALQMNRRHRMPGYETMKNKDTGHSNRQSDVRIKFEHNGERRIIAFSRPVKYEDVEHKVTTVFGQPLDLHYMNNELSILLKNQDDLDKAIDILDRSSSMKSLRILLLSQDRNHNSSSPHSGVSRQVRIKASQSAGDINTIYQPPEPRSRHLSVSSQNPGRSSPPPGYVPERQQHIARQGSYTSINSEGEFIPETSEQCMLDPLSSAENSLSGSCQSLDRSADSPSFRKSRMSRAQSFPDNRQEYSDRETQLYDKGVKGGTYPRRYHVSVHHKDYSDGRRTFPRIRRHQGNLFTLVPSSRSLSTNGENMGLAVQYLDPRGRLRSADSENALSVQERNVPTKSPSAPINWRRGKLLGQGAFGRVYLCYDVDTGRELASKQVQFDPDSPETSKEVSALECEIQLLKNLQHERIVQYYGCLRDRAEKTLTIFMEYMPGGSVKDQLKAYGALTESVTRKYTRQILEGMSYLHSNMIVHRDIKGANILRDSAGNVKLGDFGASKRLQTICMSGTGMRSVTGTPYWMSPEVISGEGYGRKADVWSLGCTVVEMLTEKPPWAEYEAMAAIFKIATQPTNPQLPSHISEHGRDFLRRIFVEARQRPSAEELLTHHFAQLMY
* marks the source's active call; other numbers are inactive results; . = not tested or not shown. Compounds were not picked by outcome. About 4.2% of those tested had a hit in this group.

SMILES	p-CIP stab down	CRFBP-R2 agonist	PHOSPHO1 inh	GalR3 antagonist	M4 PAM	IDE inh	CRFR2-BP antag	IDE cell activ	MEKK3 PB1 HTS
COc1ccc(CNC2CCCc3ccccc32)c(OC)c1 (configuration not stated)	-1	0.0	25	-10	-6	.	0	2	102
COc1cc(OC)cc(-c2cn[nH]c2N)c1	4	-0.2	52	7	-3	-1	-16	4	102
CN(C)/N=C/C=C1\CCC/C(=C\c2ccc(F)c(F)c2)C1=O	-6	2.7	-1	-3	-7	6	-48	.	102
CCN(CC)CCNS(=O)(=O)c1ccc2c3c(cccc13)C(=O)N2	-4	0.0	39	-2	2	-6	7	-4	105
CCOC(=O)c1c(-c2ccc(OC)cc2)oc2cc(Br)c(O)cc12	-8	2.2	-20	-10	-9	-1	-7	4	111
O=C(O)CCCC(=O)NCCc1ccncc1	6	-1.4	4	-2	0	7	7	3	105
Cc1ccc(S(=O)(=O)N(CC(=O)N2CCC(C(N)=O)CC2)c2cccc(C(F)(F)F)c2)cc1	-12	-2.7	0	-1	6	4	39	2	85
COc1ccc(Cl)cc1NC(=O)CSc1nnc(-c2ccco2)o1	-10	-0.5	23	2	3	2	-6	-2	100
CC1CCC(NC(=O)C(NS(=O)(=O)c2ccc(Br)cc2)C(C)C)CC1 (configuration not stated)	.	-0.4	.	-11	5	.	-1	.	.
COc1cccc(C(=O)COC(=O)C(C)N2C(=O)c3ccccc3C2=O)c1 (configuration not stated)	-11	-1.2	6	-6	1	4	-4	1	108
CCCCNC(=O)c1onc(CSc2ccc(OC)cc2)c1C(=O)O	0	-0.6	98*	-1	3	-1	14	-2	99
CN1CCN(c2ccc(NC(=O)CN3CCOCC3)cc2F)CC1	-8	2.5	40	-6	-5	-1	-5	11	62
CSc1ncccc1C(=O)N1CCN(S(=O)(=O)c2cc(C)ccc2C)CC1	-4	0.0	37	-10	-8	2	-8	0	98
C/C(=N\NS(=O)(=O)c1ccc(C)c([N+](=O)[O-])c1)c1cccs1	-5	-4.8	-20	-1	-7	2	4	1	99
COC(=O)N1C(=O)[C@](c2ccsc2)(C(C)C)N1C(=O)OC	-14	0.7	67*	-1	3	1	-1	2	98
O=S(=O)(Nc1ccc(-n2cnnn2)cc1)c1cccs1	.	2.4	.	-2	11	-1	5	-5	.
Cc1nn(-c2ccccc2)c(C)c1NS(=O)(=O)c1ccccc1	-11	0.1	18	-4	13	2	-32	0	92
CN(Cc1ccccc1)C(=O)CN1C(=O)NC2(CCCc3sccc32)C1=O (configuration not stated)	.	-0.1	.	-6	2	.	-21	.	.
Cc1cccc(N2CCN(C(=O)/C=C/c3cccs3)CC2)c1C	-11	0.7	-3	-3	2	8	-12	-4	106
CCCOc1ccc(-c2cn3ccccc3n2)cc1	-5	-4.3	57	-5	10	-1	-13	1	100
Cc1ccc(-c2cc(-c3ccccc3C)[nH]n2)c(O)c1	-5	1.4	-24	-8	-2	2	1	-6	109
Cc1ccc(NC(=O)CCn2cc(C(F)(F)F)ccc2=O)cc1	-11	0.1	44	-8	4	-1	122*	.	103
COCCn1c(C(C)C)nc2ccccc21	4	-0.2	13	-2	-28	3	15	5	89
CC1CCC(NC(=O)CCS(=O)(=O)c2ccc3c(c2)NC(=O)C(C)S3)CC1 (configuration not stated)	-16	-0.9	-6	-7	-3	1	-3	-7	100

Full records as entered above. Order of screens: p-CIP stab down, CRFBP-R2 agonist, PHOSPHO1 inh, GalR3 antagonist, M4 PAM, IDE inh, CRFR2-BP antag, IDE cell activ, MEKK3 PB1 HTS
Results for Cc1cccc(N2CCN(C(=O)/C=C/c3cccs3)CC2)c1C : -11, 0.7, -3, -3, 2, 8, -12, -4, 106
Results for CCN(CC)CCNS(=O)(=O)c1ccc2c3c(cccc13)C(=O)N2 : -4, 0.0, 39, -2, 2, -6, 7, -4, 105
Results for Cc1ccc(NC(=O)CCn2cc(C(F)(F)F)ccc2=O)cc1 : -11, 0.1, 44, -8, 4, -1, 122*, ., 103
Results for O=S(=O)(Nc1ccc(-n2cnnn2)cc1)c1cccs1 : ., 2.4, ., -2, 11, -1, 5, -5, .
Results for CC1CCC(NC(=O)CCS(=O)(=O)c2ccc3c(c2)NC(=O)C(C)S3)CC1 (configuration not stated) : -16, -0.9, -6, -7, -3, 1, -3, -7, 100

(more compounds)
SMILES	p-CIP stab down	CRFBP-R2 agonist	PHOSPHO1 inh	GalR3 antagonist	M4 PAM	IDE inh	CRFR2-BP antag	IDE cell activ	MEKK3 PB1 HTS
COC(=O)c1ccccc1NC(=O)N1CCN(C/C=C/c2ccccc2)CC1	-6	0.4	14	-3	-1	1	3	-1	103
CC(=O)Nc1ccc(NC(=O)Cc2ccc(-c3ccccc3)cc2)cc1	1	0.3	24	0	-2	1	0	4	100
CCOc1ccc(N(CC(=O)OC)S(=O)(=O)c2ccc(OC)c(OC)c2)cc1	-2	-1.4	6	-4	-9	4	-11	-1	97
COc1ccc(-c2cc(=O)oc3cc(OCC(=O)NCCCn4ccnc4)ccc23)cc1	-2	0.3	29	-7	6	6	0	-7	102
O=C(CCC(=O)NNC(=O)c1ccc(Cl)cc1Cl)NCc1ccccc1	.	-2.2	.	-2	8	1	5	0	.
COc1ccc(Cl)cc1NC(=O)N1CCC(C)CC1	6	-0.4	41	1	-1	0	3	-1	96
COc1ccc(Cl)c(N2CCN(CCCNC(=O)Nc3ccc(C)cc3)CC2)c1	-9	-2.4	-25	-8	-12	-1	-10	-2	.
COc1ccccc1CCC(=O)Nc1ccc(S(=O)(=O)Nc2cc(C)nc(C)n2)cc1	.	-0.7	.	-6	8	6	8	3	.
COc1ccc(OC)c(NC(=O)COC(=O)C2CCCCC2)c1	.	-1.3	.	-3	6	7	-2	-4	.
COc1cc2c(C#CCCO)c(-c3ccsc3)oc(=O)c2cc1OC	.	-2.2	.	-8	0	1	3	-4	.
Cc1ccc(-c2csc3nc4ccc(C(=O)NCCO)cc4c(=O)n23)cc1	-7	-3.4	30	-5	0	0	4	-6	93
Cc1cc(C)c(O)c(-c2n[nH]c3c2C(c2cccc(O)c2)N(Cc2ccco2)C3=O)c1 (configuration not stated)	8	1.4	27	-8	2	-4	-10	4	94
Cc1ccccc1Nc1ncnc2c1cnn2Cc1ccccc1	-10	-3.7	24	0	-2	0	-5	.	62
S=C(NNc1cccc(Cl)c1)NC1CCCCC1	2	-4.5	-2	-1	-7	-1	-17	3	99
CN(C)C(=O)c1ccc(-c2n[nH]c(=O)c3ccccc23)cc1	-7	2.4	28	-5	8	-1	-1	7	99
C=C1CCN([C@@H](Cc2ccccc2)C(=O)NC2CCN(Cc3ccccc3)CC2)S(=O)(=O)c2ccccc21	.	0.8	.	-5	-1	0	0	-4	92
Cc1nn(-c2ccccc2)c(Cl)c1/C=C(\C#N)C(=O)NC(C)C	-17	2.2	5	-2	-6	3	-2	-3	98
O=C(Nc1ccc(NC(=O)c2ccccc2F)cc1)c1cccs1	.	2.1	.	2	6	4	11	2	.
Cc1nc(NCc2ccc3c(c2)OCO3)c2nnn(Cc3ccccc3)c2n1	1	-1.5	2	-5	6	1	-1	2	98
COc1ccc(S(=O)(=O)NNC(=O)Cc2csc(C)n2)cc1[N+](=O)[O-]	.	-0.8	.	-3	7	4	0	2	.
COc1cccc(CN2C(=O)C(C)N(C(=O)c3c(F)cccc3F)c3ccccc32)c1 (configuration not stated)	-16	1.7	11	-11	-12	7	19	1	91
CC(=O)NC(=S)Nc1ccccc1F	-2	0.1	27	-5	7	0	-7	2	94
Cc1cc(Oc2cc(N)cc([N+](=O)[O-])c2)ccc1Cl	5	-9.7	-17	-2	-2	-3	-22	-6	106
CC(=O)N(c1ccc(C)cc1)c1nc(C)cc(C)c1C#N	8	0.0	20	8	2	-4	-4	-1	79
Cc1ccccc1C(=O)NC(=S)NCc1ccccc1	-2	-0.3	3	-10	6	-5	-2	4	103
Cc1ccc(CNc2nc(C)cs2)cc1	-5	-6.1	40	-4	-6	-3	-11	3	98
Cc1cccc2c1OCC/C2=N\NC(=O)COc1ccccc1Cl	-17	-0.7	15	-3	12	-3	-24	1	108
CO/N=C(\c1nonc1N)N1CCN(c2ccc([N+](=O)[O-])cc2Cl)CC1	-11	1.1	-7	-5	-14	6	-7	12	100
O=C(Nc1cnn(Cc2ccc(Cl)cc2Cl)c1)c1noc2c1CCCC2	-16	0.7	-12	-3	-5	-3	-29	-2	112
CCC(=O)N(c1ccc(C(=O)O)cc1)c1nc(-c2ccc(OC)cc2)c(C)s1	-3	-2.7	-7	-3	-2	-1	-6	2	95
CCc1ccc(C(=O)NCc2cccs2)s1	10	-1.6	19	-6	-3	6	34	-4	96
O=C(Nc1cccc(Cl)c1)C1=CC=CN2CCS(=O)(=O)N=C12	.	3.6	.	-1	-2	8	0	-2	.
CSc1nc2ccccc2c(=O)n1C1CCCCC1	-7	1.4	38	-9	6	-2	-13	0	102
CCCC(C)NC(=O)CSCc1ccc(OC)cc1 (configuration not stated)	-19	0.8	39	-3	-2	-8	-4	0	100
CC1CCN(C(=O)c2ccccc2NC(=O)Nc2ccccc2)CC1	-21	0.0	17	-3	1	-1	-10	1	105
COC(=O)c1sc2nc[nH]c(=O)c2c1C	-3	-0.2	14	2	-1	4	-15	-1	.
O=C(O)C1CCN(S(=O)(=O)c2ccc(N3CCCC3C(=O)O)c([N+](=O)[O-])c2)CC1 (configuration not stated)	-9	1.1	43	-2	6	5	2	-1	100
CCCN(CCC)S(=O)(=O)c1cc2c(cc1Br)CCN2C(=O)CC	.	3.5	.	-10	6	.	12	-6	.
O=C(NC(NC(=S)Nc1c(Cl)cccc1Cl)C(Cl)(Cl)Cl)c1cccc([N+](=O)[O-])c1 (configuration not stated)	-1	0.8	-9	-1	-4	1	28	-4	113
CCOC(=O)c1ccc(NC(=O)NNS(=O)(=O)c2cc(OC)ccc2OC)cc1	-2	-1.3	38	0	-7	11	-16	2	103

CRFR2-BP antag, entries above that show a hit
SMILES	p-CIP stab down	CRFBP-R2 agonist	PHOSPHO1 inh	GalR3 antagonist	M4 PAM	IDE inh	CRFR2-BP antag	IDE cell activ	MEKK3 PB1 HTS
Cc1ccc(NC(=O)CCn2cc(C(F)(F)F)ccc2=O)cc1	-11	0.1	44	-8	4	-1	122*	.	103

Ordered by the number under MEKK3 PB1 HTS (rising): three from the list above
SMILES	p-CIP stab down	CRFBP-R2 agonist	PHOSPHO1 inh	GalR3 antagonist	M4 PAM	IDE inh	CRFR2-BP antag	IDE cell activ	MEKK3 PB1 HTS
O=C(O)C1CCN(S(=O)(=O)c2ccc(N3CCCC3C(=O)O)c([N+](=O)[O-])c2)CC1 (configuration not stated)	-9	1.1	43	-2	6	5	2	-1	100
CCOC(=O)c1ccc(NC(=O)NNS(=O)(=O)c2cc(OC)ccc2OC)cc1	-2	-1.3	38	0	-7	11	-16	2	103
O=C(NC(NC(=S)Nc1c(Cl)cccc1Cl)C(Cl)(Cl)Cl)c1cccc([N+](=O)[O-])c1 (configuration not stated)	-1	0.8	-9	-1	-4	1	28	-4	113
